ROC1-CUL1 inh – human ROC1-CUL1 E3 ligase inhibition | inhibition, % at 10 µM | 0.6% of 140,000 active | AID 1347404 | in vitro K48 di-Ub FRET, acceptor:donor ratio, 45 min; in the data active means inhibition above about 25%
Target sequence (P62877 whole entry, looked up): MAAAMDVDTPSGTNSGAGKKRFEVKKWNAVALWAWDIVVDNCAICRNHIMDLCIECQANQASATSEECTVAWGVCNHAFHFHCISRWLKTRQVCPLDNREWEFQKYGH
Target sequence (Q13616 whole entry, looked up): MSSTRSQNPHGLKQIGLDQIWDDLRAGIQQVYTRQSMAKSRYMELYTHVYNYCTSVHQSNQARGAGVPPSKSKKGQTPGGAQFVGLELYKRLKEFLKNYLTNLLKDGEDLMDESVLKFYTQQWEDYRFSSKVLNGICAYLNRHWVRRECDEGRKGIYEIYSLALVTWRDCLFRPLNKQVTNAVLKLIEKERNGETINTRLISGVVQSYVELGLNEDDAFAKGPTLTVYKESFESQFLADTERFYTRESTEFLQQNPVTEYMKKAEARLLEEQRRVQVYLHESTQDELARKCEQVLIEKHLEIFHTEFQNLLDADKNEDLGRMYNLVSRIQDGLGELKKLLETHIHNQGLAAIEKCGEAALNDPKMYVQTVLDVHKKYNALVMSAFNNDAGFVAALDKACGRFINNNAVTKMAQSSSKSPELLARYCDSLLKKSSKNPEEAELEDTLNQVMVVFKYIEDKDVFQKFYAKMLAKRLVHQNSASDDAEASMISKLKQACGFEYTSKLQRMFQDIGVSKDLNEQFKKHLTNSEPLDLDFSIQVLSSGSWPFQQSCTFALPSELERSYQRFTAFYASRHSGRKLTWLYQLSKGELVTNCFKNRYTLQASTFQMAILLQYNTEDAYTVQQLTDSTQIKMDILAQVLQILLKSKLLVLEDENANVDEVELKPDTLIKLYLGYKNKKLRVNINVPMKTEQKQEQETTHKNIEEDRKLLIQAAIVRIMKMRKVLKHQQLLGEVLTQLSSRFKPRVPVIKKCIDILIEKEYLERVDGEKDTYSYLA
* = called active by the depositor. Some of the compounds tested. The share of hits here may be higher or lower than overall.

SMILES	ROC1-CUL1 inh
Cc1ccc(OCc2nnc(NC(=O)NC(C)c3ncn[nH]3)s2)cc1 (stereo unspecified)	3
Cc1ccc(S(=O)(=O)Nc2ccccc2N=Cc2c(O)c(Br)cc3oc4c(c23)CCCC4)cc1	-9
COC(=O)c1ccc(NC(=O)CCC(C)C(=O)O)cc1 (stereo unspecified)	4
CCc1cc(C(=O)N2CCN(c3ccccc3F)CC2)cs1	3
O=C(c1ccc([N+](=O)[O-])cc1Cl)N1CCN(Cc2ccccc2)CC1	10
CC(C)Oc1ccc(CNC(=O)C2COc3ccccc3C2)cc1 (stereo unspecified)	4
O=c1c2cnc3nc(C(F)(F)F)nn3c2ccn1CCCN1CCOCC1	-1
CCOc1ccc(NC(=O)c2ccc3c(c2)C(=O)CC(C)=N3)cc1	2
O=C(O)c1cc(NCc2ccc(Oc3ccccc3)cc2)c2c(Cl)cc(Cl)cc2n1	-7
O=C(Nc1cccc(-n2cccn2)c1)C1CCCN1Cc1ncc[nH]1 (stereo unspecified)	-1
O=C(c1cnc2c(c1)COc1ccccc1-2)c1ccccc1O	3
Cc1cccc(CN2CCC(C(=O)NC3CCCC3)CC2)c1	0
CN1CCC(Oc2ccc(Br)cc2)CC1	4
COc1ccccc1/C(C)=N/Nc1nc(-c2ccccc2)c(C)s1	-11
COc1ccc(-c2cn3nc(N4CCC(C(=O)NCc5ccccc5F)CC4)sc3n2)cc1	2
CCCCN(CC)CCCNC(=O)c1cn(C)c(=O)c2c1c1ccccc1n2C	5
Cc1ccc(OCc2nc(-c3ccc(Br)cc3)no2)cc1	-1
O=C(O)COc1ccc(Cl)c(Cl)c1	3
c1ccc(-c2nc(N3CCCCCC3)c3ccccc3n2)cc1	13
Cn1c2c(c3cc(C4CCCCC4)ccc31)CCCC2=O	-4
CC1=NN(C)c2nc3c(c(=O)n(CCC(C)C)c(=O)n3C)n2C1	7
Cc1nc2ccc(C(=O)Nc3ccc(N4CCOCC4)cc3)cc2s1	4
Cc1ccc(N2C(=O)CS(=O)(=O)C23C(=O)N(Cc2ccccc2C)c2ccccc23)cc1Cl (stereo unspecified)	-10
COc1ccc(OC)c(NC(=O)CCNS(=O)(=O)c2cccc3nsnc23)c1	-2
C/C(=N\Nc1ccc2nnc(C)n2n1)c1ccc(F)cc1	0

Molecules listed so far that have bromine (three):
SMILES	ROC1-CUL1 inh
Cc1ccc(S(=O)(=O)Nc2ccccc2N=Cc2c(O)c(Br)cc3oc4c(c23)CCCC4)cc1	-9
CN1CCC(Oc2ccc(Br)cc2)CC1	4
Cc1ccc(OCc2nc(-c3ccc(Br)cc3)no2)cc1	-1

Carrying on:
SMILES	ROC1-CUL1 inh
COCc1[nH]nc2c1C(c1cccc([N+](=O)[O-])c1)C(C#N)C(=N)O2 (stereo unspecified)	-1
COCc1nnc(NC(=O)c2c(-c3c(Cl)cccc3Cl)noc2C)s1	7
O=C(Nc1cccc2ccccc12)c1nn2c(C(F)(F)F)cc(-c3cccs3)nc2c1Cl	-3
Cc1cccc(CNC(=O)c2ccc(C)c(-n3c(C)nc4cccnc43)c2)c1	-1
O=C(Nc1ccc2oc(-c3ccc(Cl)cc3)nc2c1)c1ccccc1	-1
c1ccc(CN2CCN(Cc3c4c(c(CN5CCN(Cc6ccccc6)CC5)c5c3CCC5)CCC4)CC2)cc1	6
NC(=O)C1CCCc2c1n(Cc1ccccc1)c1ccccc21 (stereo unspecified)	5
O=C(Nc1ccc2oc(-c3cccc4c(Br)cccc34)nc2c1)c1ccc(F)cc1	3
CSCC(C)N1CCC(N2CCC(C(=O)NCc3ccccn3)CC2)CC1 (stereo unspecified)	0
Cc1ccc(CNC(=O)C(NS(=O)(=O)c2cccs2)C(C)C)cc1 (stereo unspecified)	2
COC(=O)c1ccc(/C=C2/SC(=Nc3c(C)cccc3C)N(c3ccccc3)C2=O)cc1	2
CN(C)S(=O)(=O)Nc1ccc(N2CCC(NCC3(c4ccccc4)CCOCC3)CC2)cc1	2
CCC(CC)c1nn2c(=O)cc(COc3ccc(NC(=O)c4ccccc4Cl)cc3)nc2s1	-7
O=C(OCc1cc(=O)n2nc(C3CC3)sc2n1)c1cccc(NC(=O)c2ccccc2Cl)c1	-9
CN1CCN(c2nc(NCC3CCCO3)c3ccccc3n2)CC1 (stereo unspecified)	4
COc1ccc(OC)c(NS(=O)(=O)c2ccc3c(c2)CCCN3C(=O)C2CCC2)c1	0
Cc1c(-c2ccccc2)[nH]n2c(=O)cc(CCc3ccccc3F)nc12	-1
CCOc1ccc2nc(N3CCCC3C(=O)NCC(C)(C)N3CCOCC3)nc(C)c2c1 (stereo unspecified)	-7
CCOC(=O)CSc1nc(SCC(=O)OCC)c(C#N)c(-c2ccccc2)n1	-8
O=C(O)c1ccc(CNS(=O)(=O)c2cccc(C(F)(F)F)c2)cc1	-3
O=C(Nc1ccc(F)cc1)c1ccc(-n2cnc3cccnc32)cc1	-1
COc1cc(/C=C2/C(=O)NC(=S)N(c3ccc(Br)cc3)C2=O)cc(Br)c1OC	-11
CCCCC(CC)C(=O)Nc1ccc(Br)cc1 (stereo unspecified)	-3
COc1cccc(N2C(=O)C(CC(=O)Nc3ccccc3)N(CCc3sccc3C)C2=O)c1 (stereo unspecified)	8
CCOc1ccc(C(=O)NCCCOC)cc1	-6

New compounds follow.
SMILES	ROC1-CUL1 inh
CCn1cc(C(=O)N2CCN(c3cccc(C)c3)C(C)C2)c(=O)c2cc(S(=O)(=O)N3CCOCC3)ccc21 (stereo unspecified)	-1
CC1CCCCN1S(=O)(=O)c1cnc(Cl)c(Br)c1 (stereo unspecified)	4
CCCN(CCC)CCNC(=O)C1CCCN(S(=O)(=O)c2cccc3nsnc23)C1 (stereo unspecified)	-13
COc1cc(OC)c2c(=O)cc(-c3ccc(OC(C)C)c(I)c3)oc2c1	1
O=C(Cn1c(=O)n(Cc2ccco2)c(=O)c2oc3ccccc3c21)Nc1ccc(F)c(Cl)c1	-12
O=C(CSC1=NC2CCCCC2N1)N1CCOCC1 (stereo unspecified)	-3
O=C(CN1CCN(c2ccccc2)CC1)Nc1cc(Cl)ccc1Cl	-7
COc1cc(CC2(CCC(=O)N(Cc3c(C)nn(C)c3C)C3CC3)CCC(=O)N2)ccc1F (stereo unspecified)	-3
CC1OC(c2ccccc2)(c2ccccc2)OC1C (stereo unspecified)	2
CC(C)(C)c1cc2c(c(C(C)(C)C)c1)OC(c1ccccc1O)N2 (stereo unspecified)	-3
Cc1ccc(S(=O)(=O)c2nc(-c3ccc(F)cc3)oc2SCC(=O)NC2CCCCC2)cc1	-14
O=C(CC1(O)C(=O)N(CCc2ccccc2)c2ccc(Br)cc21)c1ccc(F)cc1 (stereo unspecified)	4
COc1ccc(OC)c(CCNC(=O)c2cnn(-c3ccccc3)c2C2CCN(C(=O)OC(C)(C)C)CC2)c1	-4
CSc1ccc(C2C(C(=O)OCc3ccccc3)=C(C)N=C3SCCC(=O)N32)cc1 (stereo unspecified)	2
O=C(Cc1ccccc1)Nc1ccc(S(=O)(=O)N2CCOCC2)cc1	4
O=C1C(=O)N(CCN2CCOCC2)C(c2cccc(F)c2)C1C(=O)c1ccccc1 (stereo unspecified)	3
O=C(NC1CC(=O)N(c2ccccc2)C1)C1CCCCC1 (stereo unspecified)	1
Cc1ccc(Cn2cc(/C=C3\C(=N)N4N=C(Cc5cccs5)SC4=NC3=O)c3ccccc32)cc1	2
CCOC(=O)C1=NC2C(=O)N=C(N3CCCC3)N=C2NC1=O (stereo unspecified)	5
COC(=O)c1c(-c2ccc(OC)c(OC)c2)csc1NC(=O)c1ccc(Cl)cc1[N+](=O)[O-]	-8
COc1nncc(SCc2cccs2)c1SCc1cccs1	7
Cc1ccc(C)c(CN2C(=O)c3ccccc3S(=O)(=O)c3ccc(C(=O)OCC4CCCO4)cc32)c1 (stereo unspecified)	-2
COCCN1C(=O)CC(CC(=O)N2CCC(C(O)Cc3ccccc3)CC2)(c2ccccc2C)C1=O (stereo unspecified)	10
Cc1ccc(N2CC(NC(=O)c3cc4ccccc4o3)CC2=O)cc1 (stereo unspecified)	-8
Cc1ccc2c(=O)cc(C(=O)Nc3nnc(C)s3)oc2c1	0

Part of the list above in order of molar mass, rising.
SMILES	ROC1-CUL1 inh
Cc1ccc2c(=O)cc(C(=O)Nc3nnc(C)s3)oc2c1	0
CC(C)(C)c1cc2c(c(C(C)(C)C)c1)OC(c1ccccc1O)N2 (stereo unspecified)	-3
Cc1ccc(N2CC(NC(=O)c3cc4ccccc4o3)CC2=O)cc1 (stereo unspecified)	-8
O=C(Cc1ccccc1)Nc1ccc(S(=O)(=O)N2CCOCC2)cc1	4
Cc1ccc(C)c(CN2C(=O)c3ccccc3S(=O)(=O)c3ccc(C(=O)OCC4CCCO4)cc32)c1 (stereo unspecified)	-2

Next results follow:
SMILES	ROC1-CUL1 inh
COc1ccc(Cl)cc1NC(=O)Cn1c(=O)n(Cc2ccco2)c(=O)c2ccc(C(=O)NC3CCCC3)cc21	-2
CCOC(=O)c1c(-c2ccc(OC)cc2)oc2ccc(OCc3ccc(Br)cc3)cc12	6
Cc1ccc(C2Oc3ccccc3-c3c(C)c(-c4ccccc4)n(C)c32)cc1 (stereo unspecified)	-2
CC(=O)c1cccc(NC(=O)c2cc3sc(Cl)cc3n2C)c1	-4
CCOC(=O)c1cc(-c2ccccc2)sc1NC(=S)Nc1ccc(Cl)cc1Cl	1
CCCCN(CCCC)S(=O)(=O)c1ccc(NC(=O)Cc2ccc(OC)cc2)cc1	-7
CCOC(=O)c1ccc(NC(=O)c2oc(=O)c3ccccc3c2-c2ccccc2)cc1	-10
CCn1c(SCC(=O)c2ccc([N+](=O)[O-])cc2)nc2c1c(=O)[nH]c(=O)n2C	-6
Cc1ccc(CNC(=O)Cn2c(=O)cc(C(F)(F)F)c3c(C)nn(C)c32)cc1	-1
O=C(CSCC(=O)N/N=C/c1ccccc1O)N/N=C\c1ccccc1O	-1
COc1ccc(C=CC2C(C#N)(C#N)C(OC)(OC)C2(OC)OC)cc1 (stereo unspecified)	0
CCOC(=O)c1c(NC(=O)C(F)(OC)C(F)(F)F)sc(CC)c1-c1ccccc1 (stereo unspecified)	-1
CC(C)C(=O)Oc1ccc2ccccc2c1	2
COc1ccc(Cn2c(SCc3ccc(C(=O)NC(C)c4ccccc4)cc3)nc3cccnc32)cc1 (stereo unspecified)	-3
Cc1ccccc1C(=O)N1CCN(S(=O)(=O)c2ccc(Cl)s2)CC1	-1
O=C(CN1CCOCC1)Nc1ccc(Cc2ccc(NC(=O)CN3CCOCC3)cc2)cc1	18
O=C(COC(=O)c1ccc2c(c1)C(=O)N(c1cc(C(F)(F)F)ccc1Cl)C2=O)c1ccc([N+](=O)[O-])cc1	-9
CCCn1c(=O)sc2cc(NC(=O)COc3ccc(Cl)cc3)ccc21	3
CCCCOc1ccc(N=C(C)C(C)=Nc2ccc(OCCCC)cc2)cc1	-8
Cc1ccccc1C(=O)Nc1cc(-c2ccc(Cl)cc2)nn1-c1ccccc1	1
COc1cc(C2(c3ccc(O)c(OC)c3)C(=O)Nc3ccc(I)cc32)ccc1O	4
CC1(C)NC(=O)N(CN2CCN(CN3C(=O)NC(C)(C)C3=O)CC2)C1=O	-1
COc1ccc(CCCC(=O)NC2CCCCC2C)c(C)c1 (stereo unspecified)	4
CC(Oc1ccc(Cl)cc1Cl)c1nc(-c2nonc2N)no1 (stereo unspecified)	2
CCc1ccc2c(c1)C(N1CCN(C)CC1)Cc1ccc(F)cc1S2 (stereo unspecified)	-8

New compounds follow:
SMILES	ROC1-CUL1 inh
COc1ccc(CCCC(=O)Nc2cccc3ccccc23)c(C)c1	1
Cc1ccc(Cn2ccn(Cc3ccccc3F)c(=O)c2=O)cc1	5
CCOc1ccc(-c2cc(-c3nc(-c4ccc(C)cc4)no3)[nH]n2)cc1	-12
C=CCOc1c(Cl)cc(CC2=NC(=S)N(C)C2=O)cc1OCC	0
CC1CC2=NN(c3ccccc3)C34CC(C)CC(C)(CC(=C23)C1)C4 (stereo unspecified)	2
CCS(=O)(=O)Oc1ccc2c(C)cc(=O)oc2c1	5
O=C(CSc1nnc(-c2cccs2)o1)Oc1ccccc1Cl	0
Cc1ccc(CCNC(c2ccc(F)cc2)c2nnc(-c3ccccc3Cl)o2)cc1 (stereo unspecified)	0
Cc1nn(C)c(C)c1CN(C(=O)CC1(c2ccc(-c3ccccc3)cc2)CC(=O)N(C)C1=O)C1CC1 (stereo unspecified)	-4
Cc1nc(N2CCC(C(=O)N[C@@H](C)c3ccccc3)CC2)nc2cc(S(C)(=O)=O)ccc12	3
O=C(Nc1ccc(Cl)cc1F)c1cc(S(=O)(=O)NC2CCCCCC2)ccc1F	-6
Cc1ccoc1C(=O)Nc1ccc(C(N)=O)cc1	-2
CCN(Cc1nccn1C)C(=O)c1ccc(N2CCC(N(C)C)C2)nc1 (stereo unspecified)	-5
COc1ccc(/C=C2/C(=O)NN(c3ccc(I)cc3)C2=O)cc1	2
COC(=O)c1ccccc1NC(=O)Cn1c(=O)n(Cc2ccc(C(=O)NCc3ccc4c(c3)OCO4)cc2)c(=O)c2ccccc21	-6
CCOC(=O)N1CCN(S(=O)(=O)c2ccc(Br)s2)CC1	-6
Cc1nc2ccccc2nc1Sc1nc2ccccc2nc1C#N	-5
COC(=O)NNC(=O)c1ccc(C)c(Br)c1	1
Nc1c(C(=O)Nc2ccc(C(F)(F)F)cc2)sc2nc(-c3ccc4c(c3)OCO4)ccc12	-4
Cc1cccc(Oc2cc(-n3nc(C)c(C(N)=O)c3N)nc(C)n2)c1	-9
COc1cc(OC)c(NC(=O)CCc2nc(C3=CCN(Cc4cccc(Cl)c4)CC3)no2)cc1Cl	3

Ordered by the number under ROC1-CUL1 inh (rising): 5 of the compounds above
SMILES	ROC1-CUL1 inh
Cc1ccc(S(=O)(=O)Nc2ccccc2N=Cc2c(O)c(Br)cc3oc4c(c23)CCCC4)cc1	-9
CCOc1ccc2nc(N3CCCC3C(=O)NCC(C)(C)N3CCOCC3)nc(C)c2c1 (stereo unspecified)	-7
CSCC(C)N1CCC(N2CCC(C(=O)NCc3ccccn3)CC2)CC1 (stereo unspecified)	0
Cc1ccccc1C(=O)Nc1cc(-c2ccc(Cl)cc2)nn1-c1ccccc1	1
NC(=O)C1CCCc2c1n(Cc1ccccc1)c1ccccc21 (stereo unspecified)	5

Assay outcomes from PubChem BioAssay.
